C2C12 statin: suppressors of statin myotoxicity in C2C12 myotubes, primary screen, cell-based, single point, plate reader | AID 602340, 2012 | 330,000 tested, 0.78% active | rescue of ATP level, % at 7.49 µM | C2C12 myotubes + simvastatin, ATP luminescence, 48 h; scaled: DMSO 0, geranylgeraniol control 100;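 active = mean ATP rescue above about 67%, or every replicate alone reaching that limit, limit read from the data, passing the limit was not always enough; inconclusive = no clear call, values can overlap the other calls; inactive = mean under the limit and some replicate under it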;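 also: myotubes were challenged with 10 µM simvastatin during compound exposure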
ERp5 block: inhibitors of ERp5-driven insulin aggregation, primary screen, biochemical, turbidity, absorbance 650 nm, single point | Protein disulfide-isomerase A6 (Homo sapiens), Q15084 | 90 min | inhibition, % at 9.99 µM | 350,000 tested, 0.05% active | AID 651711, 2012;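 active = mean replicate inhibition above about 25%, with every replicate also reaching it, limit read from the data, passing the limit was not always enough; inconclusive = only one of those two criteria met; inactive = neither criterion met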
Target sequence (Q15084 whole entry, looked up): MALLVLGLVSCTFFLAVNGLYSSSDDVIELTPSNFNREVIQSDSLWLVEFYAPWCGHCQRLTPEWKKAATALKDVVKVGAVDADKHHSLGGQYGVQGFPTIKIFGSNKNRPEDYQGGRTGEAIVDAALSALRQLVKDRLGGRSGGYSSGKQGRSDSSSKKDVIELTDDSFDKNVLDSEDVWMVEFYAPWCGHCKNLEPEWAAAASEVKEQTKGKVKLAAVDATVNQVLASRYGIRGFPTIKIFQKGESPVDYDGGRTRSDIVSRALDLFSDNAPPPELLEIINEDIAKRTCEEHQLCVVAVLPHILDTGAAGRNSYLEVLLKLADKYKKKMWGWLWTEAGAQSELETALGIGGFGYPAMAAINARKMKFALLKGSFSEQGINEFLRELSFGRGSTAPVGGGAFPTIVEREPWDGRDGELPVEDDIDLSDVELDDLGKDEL
S100A4 inh HTS: inhibitors of S100A4-myosin IIA peptide binding, primary screen, biochemical, fluorescence polarization, TAMRA-MyoIIA peptide. inhibition, % at 10.7 µM. 360,000 tested, 0.14% active. Protein S100-A4 (Homo sapiens), P26447;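 active = mean inhibition of at least 70% across replicates, with every replicate also reaching that level; inconclusive = mean inhibition reaches 70% but some replicates fall short; inactive = mean inhibition below 70%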
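Test system: S100A4 monomer protein. Medium: HEPES buffer with Ca2+, pH 7.2. Reagent: fluorescent myosin IIA peptide, 5 nM. Compound dosing: single-point compound testing. Timing: 5 min between mix addition and reading. Benchmarks: DMSO neutral and TFP positive wells.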
PglD DTNB: C. jejuni PglD acetyltransferase inhibitors, primary screen, biochemical, DTNB colorimetric, single point; UDP-N-acetylbacillosamine N-acetyltransferase PglD (Campylobacter jejuni); 360,000 tested, 0.098% active; inhibition, % at 12.5 µM; AID 602405, 2012; purified PglD enzyme, DTNB colorimetric CoA detection; in the data active = inhibition above about 16%, passing the limit was not always enough; inconclusive = no clear call, values can overlap the other calls; also: strong numbers were not always called active
DENV2 CPE: inhibitors of DENV2 cytopathic effect, primary screen, cell-based, plate reader, single concentration | DENV2-infected cells, cytopathic effect rescue | CPE inhibition, % at 9.99 µM | 350,000 tested, 1.7% active; in the data active = CPE inhibition above about 20%, passing the limit was not always enough; inconclusive = no clear call, values can overlap the other calls; tested in BHK-21 cells;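 also: 0% = median of neutral control wells and 100% = median of positive control wells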
E-selectin induc: E-selectin induction in HUVECs, primary screen, imaging, HUVEC, immunofluorescence imaging, single point; P16581; normalized: neutral wells 0, TNF-alpha wells 100; activation, % at 7.58 µM; 260,000 tested, 0.37% active;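 active = mean E-selectin-positive cell signal at least 10% of the positive control, reached in at least 60% of replicates, without over 20% cell loss; inconclusive = no rule given, readout overlaps actives, possibly toxicity-flagged; inactive = the rest, including those meeting only one limit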;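 also: in these data hits start at about 27%; measured in HUVEC primary endothelial cells; signal is the percent of cells scored E-selectin positive by PE staining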
Target sequence (P16581 whole entry, looked up): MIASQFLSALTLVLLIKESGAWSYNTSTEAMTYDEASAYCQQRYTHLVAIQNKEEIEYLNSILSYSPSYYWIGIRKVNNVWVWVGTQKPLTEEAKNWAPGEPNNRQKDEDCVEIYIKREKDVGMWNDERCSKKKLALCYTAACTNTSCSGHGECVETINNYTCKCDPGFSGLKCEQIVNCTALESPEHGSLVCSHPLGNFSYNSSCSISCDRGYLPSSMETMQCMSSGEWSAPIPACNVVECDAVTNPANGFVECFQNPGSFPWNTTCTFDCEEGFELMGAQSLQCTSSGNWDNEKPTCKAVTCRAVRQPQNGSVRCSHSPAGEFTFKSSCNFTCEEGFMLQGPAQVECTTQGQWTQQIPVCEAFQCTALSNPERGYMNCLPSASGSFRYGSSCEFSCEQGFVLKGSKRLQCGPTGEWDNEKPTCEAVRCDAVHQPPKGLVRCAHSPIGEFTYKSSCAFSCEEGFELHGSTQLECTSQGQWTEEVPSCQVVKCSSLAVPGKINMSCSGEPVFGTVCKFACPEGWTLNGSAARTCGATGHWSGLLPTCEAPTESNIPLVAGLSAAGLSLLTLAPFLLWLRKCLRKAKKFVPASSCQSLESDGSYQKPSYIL
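material = human umbilical vein endothelial cells (HUVEC), E-selectin induction | quantity = 3,000 cells/well | medium = EGM-2 growth medium on 0.1% gelatin-coated wells | technique = immunofluorescence imaging | read-out basis = % PE-positive cells | control set = TNF-alpha positive control, DMSO neutral control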
SIRT5 block: SIRT5 desuccinylase inhibitors, primary screen, biochemical, fluorescence imaging, single point, set 5; Purified SirT5, succinyl-peptide AMC, trypsin-coupled fluorescence; inhibition, % at 15 µM; 330,000 tested, 1.1% active; in the data active = inhibition above about 15%; inconclusive = no clear call, values can overlap the other calls
Starred values were filed as active, the others as inactive; ? = inconclusive; . = not tested or not shown.

Preview:
SMILES | C2C12 statin | ERp5 block | S100A4 inh HTS | PglD DTNB | DENV2 CPE | E-selectin induc | SIRT5 block
C[C@H]1CN([C@@H](C)CO)C(=O)c2cc(NS(C)(=O)=O)ccc2O[C@H]1CN(C)Cc1ccc(Oc2ccccc2)cc1 | -10 | 0 | 6 | -1 | 1 | -0.1 | 6
O=c1oc2ccccc2c(Nc2cccc3cccnc23)c1[N+](=O)[O-] | . | -3 | 0 | . | 15 | . | 0
O=C(C[C@@H]1C[C@@H]2c3cc(NS(=O)(=O)c4ccc(F)cc4)ccc3O[C@@H]2[C@H](CO)O1)NCc1ccccc1 | 12 | -6 | -13 | 44 | -8 | -0.3 | -1
O=S(=O)(NN=C1CCCCCCC1)c1ccccc1 | 3 | -8 | -4 | 6 | 8 | . | .
Fc1ccc(-c2nc3c4ccccc4ccn3c2Cc2ccsc2)cc1 | -2 | -15 | -8 | 3 | -3 | . | -1
CCn1nnc2cc(C(=O)Nc3cc(S(C)(=O)=O)ccc3Cl)ccc21 | -2 | -4 | 5 | -1 | -5 | -0.1 | -2

All compounds of this part, from the start:
SMILES | C2C12 statin | ERp5 block | S100A4 inh HTS | PglD DTNB | DENV2 CPE | E-selectin induc | SIRT5 block
C[C@H]1CN([C@@H](C)CO)C(=O)c2cc(NS(C)(=O)=O)ccc2O[C@H]1CN(C)Cc1ccc(Oc2ccccc2)cc1 | -10 | 0 | 6 | -1 | 1 | -0.1 | 6
O=c1oc2ccccc2c(Nc2cccc3cccnc23)c1[N+](=O)[O-] | . | -3 | 0 | . | 15 | . | 0
O=C(C[C@@H]1C[C@@H]2c3cc(NS(=O)(=O)c4ccc(F)cc4)ccc3O[C@@H]2[C@H](CO)O1)NCc1ccccc1 | 12 | -6 | -13 | 44 | -8 | -0.3 | -1
O=S(=O)(NN=C1CCCCCCC1)c1ccccc1 | 3 | -8 | -4 | 6 | 8 | . | .
Fc1ccc(-c2nc3c4ccccc4ccn3c2Cc2ccsc2)cc1 | -2 | -15 | -8 | 3 | -3 | . | -1
CCn1nnc2cc(C(=O)Nc3cc(S(C)(=O)=O)ccc3Cl)ccc21 | -2 | -4 | 5 | -1 | -5 | -0.1 | -2
O=C(NCc1ccccn1)[C@@H]1CCCN1C(=O)[C@@H]1CCCN1C(=O)c1c(F)cccc1F | . | -5 | 1 | . | ? | 0.3 | -4
Cn1c(=O)c(C(=O)CN2CCCCCC2)c(N)n(Cc2ccccc2)c1=O | . | 3 | 0 | . | -6 | -0.6 | -3
O=C(O)CCC(=O)NCCn1c(-c2ccccc2)csc1=Nc1ccccc1 | -5 | -2 | 0 | 1 | ? | 0.1 | 0
CCOc1cc(C=NN2CCCCCC2)ccc1O | -5 | -10 | -3 | 1 | -8 | -0.1 | 31*
CCCOc1ccc(C(=O)CCC(=O)NNC(=O)c2ccncc2)cc1 | . | 1 | -1 | 2 | -9 | -1.3 | -4
CC1(C)CCC[C@]2(C)C(CS(=O)c3ccccc3)=C(C=O)CC[C@@H]12 (some centres undefined) | . | -10 | 0 | . | 3 | -1.6 | 2
CC(C)c1nc(SCC(=O)N2CCCc3ccccc32)c2c(=O)n(C)c(=O)n(C)c2n1 | 8 | 0 | 18 | 6 | -1 | 1.0 | -6
COc1ccc(CCNC(=O)C2CCCN(c3ncccn3)C2)cc1 (centres undefined) | . | -9 | -13 | . | 1 | 4.1 | 9
O=C(C1CC1)N1CCCCN2[C@H](CO)[C@H](c3ccc(-c4cccc(F)c4)cc3)[C@H]2C1 | . | 5 | 3 | -3 | 12 | -0.1 | -1
C[C@@H]1CN([C@@H](C)CO)C(=O)Cc2cc(NS(=O)(=O)c3cccs3)ccc2O[C@H]1CN(C)Cc1ccncc1 | -35 | . | . | -2 | 1 | . | .
Cc1ccc(S(=O)(=O)Nc2ccc3c(c2)CC(=O)N([C@H](C)CO)C[C@@H](C)[C@@H](CN(C)C(=O)NC2CCCCC2)O3)cc1 | 2 | 4 | 2 | 0 | -6 | 0.0 | 3
CCSc1nnc(CNC(=O)C23CC4CC(CC(C4)C2)C3)n1C1CCCCC1 | . | -3 | -1 | 2 | 3 | -0.2 | -1
CN1CCN(C(=O)C[C@@H]2C[C@@H]3c4cc(NC(=O)C5CCC5)ccc4O[C@@H]3[C@@H](CO)O2)CC1 | 1 | 2 | -32 | 0 | 2 | 0.2 | .
CC(C)(CNS(=O)(=O)c1ccc(Br)s1)N1CCOCC1 | 3 | 2 | 1 | 4 | 0 | . | -1
COc1ccc(CCNC(=O)C2CCN(C(=O)NC3CCCCC3)CC2)cc1 | -18 | . | . | -1 | . | -0.1 | .
O=C(CSc1n[nH]c(-c2cccs2)n1)NCCc1ccccc1 | . | 7 | -7 | . | -4 | 12 | -3
COc1ccccc1NC(=O)C(C)Sc1nnc2ccccn12 (centres undefined) | 3 | -7 | -1 | -3 | 14 | 0.2 | 0
C[C@H](CO)N1C[C@H](C)[C@H](CN(C)Cc2cccc(C(F)(F)F)c2)Oc2ncc(-c3cccc(C(F)(F)F)c3)cc2C1=O | . | . | . | . | -7 | -0.6 | 1
Cc1cccn2c(=O)c3cc(C(=O)NC4CCCC4)c(=N)n(CCc4ccccc4)c3nc12 | -83 | -2 | 0 | 0 | 0 | . | 0
Cc1cccc(C)c1NC(=O)CN(c1ccccn1)S(=O)(=O)c1ccc(F)cc1 | . | 1 | -3 | . | -1 | . | -1
O=C(O)c1cccc2c1C(=O)c1ccc(Cl)cc1S2(=O)=O | 9 | -1 | 0 | 1 | -1 | 0.0 | -2
CNc1nc(C)c(C(C)(C)C)s1 | 3 | -1 | 3 | 3 | -3 | 0.0 | -1
CCCCn1c(N)c(N(Cc2ccccc2OC)C(=O)c2sccc2C)c(=O)[nH]c1=O | . | 1 | -2 | . | ? | -1.6 | -2
CCC(=NOCc1ccccc1)C(=O)NNS(=O)(=O)c1ccc(C)cc1 | 7 | -2 | -3 | 4 | 1 | 1.0 | .
Cn1c(=O)c2cc(S(=O)(=O)NC(C(=O)N3CCCCCC3)c3ccccc3)ccc2n(C)c1=O (centres undefined) | . | -3 | -4 | 7 | 3 | 0.1 | -1
CCCNC(=O)C[C@@H]1CC[C@@H]2[C@@H](COc3ccc(NC(=O)c4cccc(OC)c4)cc3C(=O)N2C)O1 | -9 | 0 | 5 | 0 | 13 | 0.4 | -1
O=C(O)/C=C/c1cn(Cc2ccccc2Cl)nc1-c1ccccc1 | 26 | 0 | 4 | 9 | 4 | -0.8 | -1
CC(=O)C1C(=O)CC(C)(O)C(C(C)=O)C1c1ccccc1 (centres undefined) | -5 | -22 | -1 | -3 | -1 | . | 4
O=C1CCc2cc(NS(=O)(=O)c3ccc(F)cc3)cc3c2N1CC3 | . | 1 | 3 | . | 0 | -0.1 | 0
C[C@@H]1CCCCO[C@H](CN(C)Cc2ccc(Cl)c(Cl)c2)[C@@H](C)CN([C@@H](C)CO)C(=O)c2cc(NS(=O)(=O)c3ccccc3)ccc2O1 | . | 3 | 0 | 3 | 24* | . | 13
N#C[C@H]1[C@H](c2ccc(C3=CCCCC3)cc2)[C@@H](CO)N1C(=O)NC1CCCCC1 | 13 | 3 | -7 | -2 | -4 | -0.2 | 5
CCNc1nc(NCC)n2c(SCC(=O)c3ccccc3F)nnc2n1 | . | 1 | 1 | . | 3 | 1.9 | -1
CC(=O)Oc1cccc(C(=O)Nc2ccccc2C(=O)N2CCCC2)c1 | 3 | -14 | -1 | -3 | -2 | -0.2 | -4
COc1cc(CN2CC3(CCN(S(=O)(=O)c4cccs4)CC3)c3c(n(C)c4cc(OC)ccc34)[C@@H]2CO)cc(OC)c1 | . | 3 | 2 | . | -4 | -0.8 | 0
CSc1ccccc1NC(=O)c1ccc2c(c1)CCN2S(C)(=O)=O | 26 | 6 | -2 | 2 | ? | . | -2
O=C(c1ccc(CNS(=O)(=O)c2cccc(Cl)c2)cc1)N1CCCC1 | . | -10 | 2 | . | -2 | . | 1
C[C@H]1CN([C@@H](C)CO)C(=O)c2cc(-c3cccc(F)c3)cnc2O[C@@H]1CN(C)C(=O)c1cnccn1 | 18 | 2 | 2 | -1 | -3 | 0.7 | -4
O=C(C[C@@H]1CC[C@H]2NC[C@H](O)COC[C@@H]2O1)Nc1nccs1 | -15 | . | . | -6 | -2 | 0.0 | .
O=C1CN(S(=O)(=O)Cc2ccccc2)C[C@H]2[C@@H](c3ccc(C#CCC4CCCC4)cc3)[C@@H](CO)N12 | . | -5 | 2 | . | ? | -0.6 | 16*
Clc1ccccc1-c1nnc(-c2cccs2)o1 | 8 | -1 | -2 | -7 | 2 | . | -5
Cc1ccccc1CC1(CO)CCCN(C(=O)c2ccoc2)C1 (centres undefined) | -3 | 4 | 11 | 1 | -5 | -0.2 | .
C[C@H](CO)N1C[C@H](C)[C@@H](CN(C)Cc2ccc(F)cc2)Oc2ncc(-c3cncnc3)cc2C1=O | -3 | -7 | -7 | -3 | -3 | 0.1 | 7

Some of these compounds in order of their number in SIRT5 block, high to low:
SMILES | SIRT5 block
O=C(c1ccc(CNS(=O)(=O)c2cccc(Cl)c2)cc1)N1CCCC1 | 1
COc1cc(CN2CC3(CCN(S(=O)(=O)c4cccs4)CC3)c3c(n(C)c4cc(OC)ccc34)[C@@H]2CO)cc(OC)c1 | 0
CC(=O)Oc1cccc(C(=O)Nc2ccccc2C(=O)N2CCCC2)c1 | -4

New compounds follow
SMILES | C2C12 statin | ERp5 block | S100A4 inh HTS | PglD DTNB | DENV2 CPE | E-selectin induc | SIRT5 block
COc1ccc2c(c1)c1nc3n(c(=O)c1n2CC(=O)Nc1cc(C)[nH]n1)CCS3 | . | -3 | -1 | . | 9 | 0.3 | -1
Cc1nn(C)c(C)c1NS(=O)(=O)c1cccc(Br)c1 | 14 | -3 | 4 | -1 | -4 | . | -4
Cc1ccc(NC(=O)C(=O)NCCOc2ccccc2Cl)cc1 | 1 | 2 | -6 | -2 | 5 | -0.1 | -2
NC(=O)C(=O)N/N=C/c1c2ccccc2cc2ccccc12 | 2 | 1 | -5 | -1 | -3 | 0.1 | 6
Oc1ccc2ccccc2c1CNc1ccc2ccccc2c1 | 30 | 0 | -3 | 0 | -5 | -0.1 | .
C[C@@H]1CCCCO[C@@H](CN(C)C)[C@H](C)CN([C@@H](C)CO)C(=O)c2cc(NC(=O)Nc3ccc4c(c3)OCO4)ccc2O1 | 18 | -3 | 8 | 1 | -8 | 0.3 | 0
O=C(N[C@H]1CC[C@@H](CCNS(=O)(=O)c2ccc(Cl)cc2)O[C@@H]1CO)c1cccnc1 | 5 | 1 | 8 | 2 | 8 | 0.2 | -1
COc1ccccc1OCCC(=O)OCC(=O)NC(C)c1ccccc1 (centres undefined) | -3 | 2 | -7 | . | -1 | -0.1 | -5
O=C(CSc1cc([N+](=O)[O-])cc(S(=O)(=O)Cc2ccccc2)c1)NC1CC1 | . | -2 | 1 | . | -2 | -0.1 | -1
COc1ccc2o/c(=N/NC(=O)c3cccs3)c(C(N)=O)cc2c1 | . | -5 | 4 | . | -3 | . | -2
Cc1ccc(C(=O)Nc2nnc(CC(=O)N/N=C/c3ccncc3)s2)cc1 | . | 7 | -4 | . | 1 | . | -2
CCn1cc([N+](=O)[O-])c(=O)c2cc(F)c(N3CCOCC3)cc21 | -4 | 3 | -10 | -3 | ? | -0.1 | -6

Screening data from PubChem BioAssay.

These rows are one share of the data (hit frequency here may not be typical).
